SENP8 block-1: blocks the human protease SENP8. Q96LD8. purified SENP8, Z-RLRGG-aminoluciferin cleavage, luminescence. inhibition, % at 10 µM. 330,000 tested, 1.2% active. AID 2540; in the data active means inhibition above about 50%
Target sequence (Q96LD8 whole entry, looked up): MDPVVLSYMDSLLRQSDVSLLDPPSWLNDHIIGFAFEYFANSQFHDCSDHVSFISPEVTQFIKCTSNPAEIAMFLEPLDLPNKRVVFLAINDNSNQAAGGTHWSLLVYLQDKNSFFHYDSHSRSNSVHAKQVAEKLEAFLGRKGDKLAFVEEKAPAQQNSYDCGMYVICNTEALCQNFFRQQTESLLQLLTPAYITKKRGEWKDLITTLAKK
APOBEC3G inh: inhibitors of human APOBEC3G DNA deaminase | Q9HC16 | recombinant A3G, ssDNA deamination FAM/TAMRA fluorescence | inhibition, % at 20 µM | 330,000 tested, 0.28% active | AID 493012;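 active means inhibition of at least 40% at 20 µM, with no more than 30% in the related APOBEC3A deaminase screen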;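 further: plate controls were DMSO wells with A3G for no effect and wells lacking A3G enzyme for full effect; some compounds called inactive have numbers as strong as hits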
SENP7 block: blocks the human protease SENP7. Q9BQF6. recombinant SENP7, Z-RLRGG-aminoluciferin luminescence, 40 min. inhibition, % at 5 µM. 330,000 tested, 1.5% active. AID 434973;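 active means inhibition above about 50% at the single test dose, limit read from the data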;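 further: plate controls were DMSO with enzyme for no effect and no enzyme buffer wells for full effect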
SENP8 block-2: blocks human SENP8 cleavage of Nedd8 substrate; Q96LD8; recombinant SENP8, Nedd8 substrate fluorescence; inhibition, % at 20 µM; 360,000 tested, 0.64% active; AID 602440; in the data active means inhibition mostly above about 40%, no sharp cut-off; inactive means mostly below about 27%
SENP1 FRET inh: blocks the human SENP1 SUMO protease catalytic domain; Q9P0U3; recombinant SENP1 catalytic domain, CyPet-SUMO1-YPet FRET cleavage; inhibition, % at 10 µM; 360,000 tested, 0.21% active; AID 624204;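 active means inhibition at least 30% at 10 µM, raw YFP signal under a set limit, fluorescence ratio 0.5 to 1.5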;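 further: 0% = enzyme with DMSO and 100% = no enzyme wells; some results filed as inactive read as strong as hits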
Target sequence (Q9P0U3 419-644 limits assumed): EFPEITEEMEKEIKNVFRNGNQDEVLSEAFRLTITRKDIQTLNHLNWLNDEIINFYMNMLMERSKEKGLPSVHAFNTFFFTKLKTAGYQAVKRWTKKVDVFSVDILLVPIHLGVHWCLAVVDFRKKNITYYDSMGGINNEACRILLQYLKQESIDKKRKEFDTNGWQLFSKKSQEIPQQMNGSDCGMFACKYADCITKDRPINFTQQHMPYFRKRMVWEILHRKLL
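Assay system – human recombinant His6-tagged SENP1 catalytic domain enzyme · Input – SENP1 enzyme, 20 pM final · Buffer or medium – Tris pH 8 buffer plus EDTA, NaCl, BME, BSA, NP40, catalase · Schedule – 50 min reaction at room temperature · Technique – FRET read of cyan and yellow fluorescence · Control set – no-enzyme wells low, DMSO-plus-enzyme wells high control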
SENP6 block: blocks the human protease SENP6; inhibition, % at 10 µM; Recombinant SENP6 catalytic domain, aminoluciferin luminescence; Q9GZR1; 330,000 tested, 1.8% active;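 active means inhibition above about 50% at the single tested dose, limit read from the data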;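 further: plate controls were DMSO wells with enzyme for no effect and DMSO wells lacking enzyme for full effect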
Target sequence (Q9GZR1 628-1112 limits assumed): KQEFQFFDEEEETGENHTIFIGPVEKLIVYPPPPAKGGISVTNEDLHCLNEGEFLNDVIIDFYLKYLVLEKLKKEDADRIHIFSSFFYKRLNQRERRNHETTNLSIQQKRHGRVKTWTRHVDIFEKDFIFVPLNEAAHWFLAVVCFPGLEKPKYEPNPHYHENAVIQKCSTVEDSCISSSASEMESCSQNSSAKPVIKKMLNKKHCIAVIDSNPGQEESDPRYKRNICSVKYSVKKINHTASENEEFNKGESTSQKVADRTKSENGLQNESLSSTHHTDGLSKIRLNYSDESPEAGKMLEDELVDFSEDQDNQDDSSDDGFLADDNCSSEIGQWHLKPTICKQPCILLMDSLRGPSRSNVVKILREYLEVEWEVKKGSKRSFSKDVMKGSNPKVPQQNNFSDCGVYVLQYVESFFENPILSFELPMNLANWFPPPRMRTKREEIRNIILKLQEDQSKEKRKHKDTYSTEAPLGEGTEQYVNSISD
UBC13 polyUb: blocks human UBC13 polyubiquitin chain formation; P61088; TR-FRET; inhibition, % at 20 µM; 330,000 tested, 0.47% active; AID 485273; in the data active means inhibition above about 45%, passing the limit was not always enough
Apaf1 inhib: blocks human Apaf-1 apoptosome activity; O14727; reconstituted apoptosome caspase-3 activity, DEVD-Rh110 fluorescence; inhibition, % at 20 µM; 330,000 tested, 0.71% active; active means inhibition of at least 40% at 20 µM;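 further: plate controls were DMSO wells for no effect and DEVD-CHO caspase inhibitor wells for full effect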
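Assay system – apoptosome proteins · Medium – Hepes buffer, pH 7.5 · Also added – cytochrome c with DEVD-Rh110 · Timing – 30 min compound preincubation, 50 min activation, room temperature · Detection – Rh110 fluorescence, excitation 480 nm, emission 540 nm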
Starred values were filed as active, the others as inactive; . = no result given.

SMILES	SENP8 block-1	APOBEC3G inh	SENP7 block	SENP8 block-2	SENP1 FRET inh	SENP6 block	UBC13 polyUb	Apaf1 inhib
CN(C(=O)CSc1nc(-c2ccccc2)c(-c2ccccc2)o1)C1CCS(=O)(=O)C1 (stereo not drawn)	-10.7	-8.3	-10.9	-109.4	0.2	-11.5	15.7	8.0
COc1ccc(C(C)(C)C)cc1NC(=O)COC(=O)c1ncc(Cl)c(Cl)c1Cl	-5.2	-4.2	2.4	11.5	2.4	-1.8	4.2	24.9
O=C(Cn1cc(CCO)nn1)N1CCNCC1	2.3	-10.2	-6.3	13.0	2.1	4.6	3.6	-1.0
CN(C)S(=O)(=O)c1ccc(Cl)c(NC(=O)COC(=O)c2cc(-c3ccccc3)nc3ccccc23)c1	1.3	3.5	1.7	-71.3	1.2	3.4	20.4	3.0
COc1cc2c(cc1OC)C(c1cc3cc(C)ccc3[nH]c1=O)N(C(=O)c1ccco1)CC2 (stereo not drawn)	-0.3	-3.4	3.4	-49.7	-1.5	-37.3	2.8	7.1
N#Cc1ccc(C(=O)NCCCSc2ccccc2)cc1	4.0	-10.3	-3.3	-3.0	0.5	-10.8	3.2	5.5
Cc1ccccc1NS(=O)(=O)c1cc(C(=O)NCCSC2CCCCC2)ccc1C	-2.7	-7.7	-10.8	7.4	-2.8	-28.7	-7.7	23.3
O=c1oc2ccccc2c(Nc2ccc(Cl)cc2)c1[N+](=O)[O-]	-13.0	-6.8	9.5	13.9	-1.4	-10.6	-9.3	-7.6
Cc1csc(NC(=O)CSc2nc3[nH]ncc3c(=O)[nH]2)n1	-7.9	-6.2	-6.2	-0.1	1.0	-20.0	-11.7	3.3
CC(=O)Nc1ccc(NC(=O)c2oc3cc(C)c(C)cc3c2C)cc1	1.6	0.5	-9.5	-23.0	3.5	11.4	40.2	-2.4
COc1cc(C(=O)NC2CCN(Cc3nnnn3Cc3cccs3)CC2)cc(OC)c1OC	2.7	-5.1	3.2	15.1	-1.1	-1.6	-10.1	7.2
Fc1ccccc1CSc1nnc(-c2cccnc2)o1	5.7	-4.4	4.1	22.3	1.8	15.5	6.5	-4.4
CC(C(=O)Nc1ccccc1)N1CCN(c2ccccn2)CC1 (stereo not drawn)	-7.1	-10.9	-5.0	7.5	0.2	-6.6	7.6	-2.1
O=C(N/N=C\c1ccc(-c2cccc(Cl)c2)o1)C(=O)NC1CCCC1	-8.6	-4.3	-4.2	-380.3	-30.0	6.1	-5.0	-0.4
CCc1ccc(C(=O)NNC(=O)CN2C(=O)NC3(CCCC3)C2=O)cc1	-0.1	-4.4	6.0	-3.0	0.8	-2.8	8.7	-16.1
COc1ccccc1N(CC(O)CN1C(=O)NC(C)(C)C1=O)S(=O)(=O)c1ccc(C)cc1 (stereo not drawn)	-1.9	-3.4	-3.4	10.5	1.0	0.3	1.5	-1.4
CC(=O)c1ccc(N2CCN(S(=O)(=O)c3ccc4c(c3)NC(=O)CO4)CC2)cc1	-3.5	0.4	12.3	-139.6	-3.8	-4.9	2.8	-0.9
C=CCn1c(C(C)NC(=O)CCC)nc2ccccc21 (stereo not drawn)	1.7	-9.2	3.0	6.3	-0.8	-5.1	5.1	-24.4
Clc1ccc(OCCCCCN2CCCC2)c(Br)c1	2.3	-1.6	7.6	14.7	1.5	-6.5	10.3	-7.0
CCOc1ccc(-n2c(SCc3ccc(C(=O)OC)o3)nc3c(c2=O)SCC3)cc1	-5.6	-3.6	-7.4	10.0	-0.4	-22.6	-5.6	20.4
Nc1nonc1C(=O)N/N=C/c1ccncc1	4.6	-5.3	15.3	4.0	0.9	7.4	-2.1	-15.0
Fc1cc2nc(-c3ccncc3)[nH]c2cc1F	-3.0	-5.1	8.3	-441.4	2.6	9.1	16.5	-1.6
N#C/C(=C\c1cccs1)C(=O)c1ccccc1Cl	9.5	-3.1	2.0	.	.	-10.3	-6.2	-20.1
C/C(=N\NC(=O)c1ccc(O)cc1O)c1cccnc1	0.5	-5.4	-4.7	-4.2	2.6	-6.9	0.2	0.4
Cc1cccc(N2C(=O)CC(N3CCN(c4ccccn4)CC3)C2=O)c1 (stereo not drawn)	-8.8	-6.8	-7.7	14.3	2.8	-11.9	-2.5	3.4

Quoted at random: 3 compounds from above.
SMILES	SENP8 block-1	APOBEC3G inh	SENP7 block	SENP8 block-2	SENP1 FRET inh	SENP6 block	UBC13 polyUb	Apaf1 inhib
Nc1nonc1C(=O)N/N=C/c1ccncc1	4.6	-5.3	15.3	4.0	0.9	7.4	-2.1	-15.0
Fc1ccccc1CSc1nnc(-c2cccnc2)o1	5.7	-4.4	4.1	22.3	1.8	15.5	6.5	-4.4
COc1cc(C(=O)NC2CCN(Cc3nnnn3Cc3cccs3)CC2)cc(OC)c1OC	2.7	-5.1	3.2	15.1	-1.1	-1.6	-10.1	7.2

An excerpt from above in order of the SENP1 FRET inh value, descending.
structure | SENP1 FRET inh
CN(C)S(=O)(=O)c1ccc(Cl)c(NC(=O)COC(=O)c2cc(-c3ccccc3)nc3ccccc23)c1 | 1.2
Cc1ccccc1NS(=O)(=O)c1cc(C(=O)NCCSC2CCCCC2)ccc1C | -2.8
O=C(N/N=C\c1ccc(-c2cccc(Cl)c2)o1)C(=O)NC1CCCC1 | -30.0

(continued)
SMILES	SENP8 block-1	APOBEC3G inh	SENP7 block	SENP8 block-2	SENP1 FRET inh	SENP6 block	UBC13 polyUb	Apaf1 inhib
CCC(C(=O)NC1CCCCC1)n1c(SCc2cccc(F)c2)nc2ccncc21 (stereo not drawn)	-2.8	-7.7	0.5	8.9	-0.1	7.2	22.1	13.8
O=C(NCCc1ccccc1)c1ccc(CS(=O)Cc2ccc(Cl)cc2)o1 (stereo not drawn)	-14.0	-3.6	-13.9	20.6	-0.2	-12.4	-3.4	1.6
CC(C)(c1ccccc1)c1ccc(OCC(O)CN2CCCC2)cc1 (stereo not drawn)	0.0	-1.6	3.8	17.2	1.4	-1.6	17.5	5.0
Cc1cc(C(C)(C)C)c(OC(=O)[C@@H]2OC(c3ccccc3)=C[C@H]2c2ccccc2)c(C(C)(C)C)c1	0.0	-10.5	3.8	11.1	1.4	4.0	-12.3	9.7
CC(OC(=O)CCN1C(=O)c2cccc([N+](=O)[O-])c2C1=O)C(=O)Nc1cc(Cl)cc(Cl)c1 (stereo not drawn)	-14.3	-5.0	-12.0	9.4	-3.5	-3.0	-5.8	18.7
O=C(O)c1ccc(-n2cncn2)c([N+](=O)[O-])c1	-6.9	-2.6	-0.1	-64.3	1.4	-7.7	-7.7	-17.1
CNC(=O)CN(c1cc(C)ccc1C)S(C)(=O)=O	-11.8	-3.4	-9.0	19.8	0.1	-26.9	-8.3	4.9
Cc1ccc(NC(=O)C(C)Sc2nnc(-c3cccnc3)o2)cc1 (stereo not drawn)	-12.0	-4.7	-5.6	8.1	-0.9	-5.8	-3.7	12.2
Cc1sc(NC(=O)c2ccco2)c(C(c2cccnc2)N2CCN(CCO)CC2)c1C (stereo not drawn)	4.4	3.4	6.9	-123.7	0.1	16.6	-6.2	-0.4
O=C1CC2(CCN(C(=O)c3ccccc3Cl)CC2)Oc2ccccc21	-9.6	-8.9	-8.7	-31.4	2.5	-6.3	2.9	-1.9
Cc1cc(N2CC(C)OC(C)C2)nc2ccccc12 (stereo not drawn)	1.9	-5.8	2.2	-396.8	0.5	-6.1	11.9	1.2
CCCCn1ccnc1C(=O)c1cccc(S(=O)(=O)N2CC(C)CC(C)C2)c1 (stereo not drawn)	0.7	-6.0	3.8	14.1	0.2	0.4	5.9	10.4
O=C(C[C@H]1C[C@H](C(=O)N2CCOCC2)[C@@]2(CCC3CCCC3)c3[nH]c4cc(-c5ccco5)ccc4c3CCN2C1=O)NCc1cccc(C(F)(F)F)c1	.	-1.4	-2.9	-376.7	-39.4	.	.	25.9
S=C(NCCc1ccccn1)Nc1ccc(Cl)cc1	4.6	-7.9	6.3	20.3	-1.4	-0.5	6.1	0.5
C/C(=C\[C@@H](NP(=O)(c1ccccc1)c1ccccc1)c1ccccc1)CO[Si](c1ccccc1)(c1ccccc1)C(C)(C)C	2.0	-6.4	-0.1	9.1	-4.0	-10.8	-15.4	7.5
Cc1nnc(SCC(=O)Nc2nnc(-c3ccccc3)o2)s1	-4.7	-7.2	-7.9	2.6	0.7	-16.7	-7.4	-1.0
O=C(CCSc1ccc(F)cc1)Nc1ccc(-n2cnnn2)cc1	-12.9	-1.4	-4.3	8.6	-0.3	-10.6	-7.2	8.2
Cc1ccc(N(CC(=O)NCC2CCCO2)C(=O)CCC(=O)Nc2nccs2)cc1 (stereo not drawn)	-3.1	-1.3	2.9	13.0	2.7	-22.4	-3.6	1.1
COc1ccc(CC(=O)Nc2ccc(S(=O)(=O)Nc3ncccn3)cc2)cc1OC	4.1	0.3	-3.0	14.6	0.4	-11.0	-5.7	-18.3
CC(=O)c1sc(-c2ccccn2)nc1C	-4.7	-15.6	-9.7	.	.	-15.2	-6.4	-10.6
CC1CCN(C(=O)c2ccc3c(c2)NC(=O)/C(=C/c2ccccc2)S3)CC1	-8.1	1.9	8.6	0.4	-4.3	11.7	-3.5	32.0
COc1ccc(N(CC(=O)Nc2cc(Cl)ccc2C)S(=O)(=O)c2c(C)noc2C)cc1	-0.3	0.1	-4.2	-6.8	2.2	2.9	-2.8	6.6
O=C(CN1CCc2ccccc2C1)Nc1ccc(F)cc1F	-2.0	-5.6	-7.8	-0.8	0.8	9.9	6.1	6.7
O=C(Nc1ccccc1Cl)c1ccc([N+](=O)[O-])o1	-1.6	-5.2	4.6	15.1	2.2	10.5	-9.7	-4.3
Cc1cc(C)nc(NS(=O)(=O)c2ccc(NC(=O)COc3ccccc3)cc2)n1	-3.6	-0.9	15.2	17.3	-1.2	14.5	-1.0	0.2

Entries of single compounds, quoted from the list. Screens in order: SENP8 block-1	APOBEC3G inh	SENP7 block	SENP8 block-2	SENP1 FRET inh	SENP6 block	UBC13 polyUb	Apaf1 inhib
CC(C(=O)Nc1ccccc1)N1CCN(c2ccccn2)CC1 (stereo not drawn) is entered as -7.1	-10.9	-5.0	7.5	0.2	-6.6	7.6	-2.1
Cc1cc(N2CC(C)OC(C)C2)nc2ccccc12 (stereo not drawn) is entered as 1.9	-5.8	2.2	-396.8	0.5	-6.1	11.9	1.2

Later entries.
SMILES	SENP8 block-1	APOBEC3G inh	SENP7 block	SENP8 block-2	SENP1 FRET inh	SENP6 block	UBC13 polyUb	Apaf1 inhib
N#Cc1cc(-c2ccccc2)cnc1Cl	0.8	-4.9	2.6	6.0	-0.3	-3.0	-3.6	-10.1
CN(CC(=O)NCc1ccc(F)cc1)S(=O)(=O)c1ccc2c(c1)n(C)c(=O)c(=O)n2C	2.4	-5.9	-0.6	-60.6	0.7	4.9	6.3	-7.2
CC1CCN(c2ccc(C(=O)NCc3ccc4c(c3)OCO4)cc2[N+](=O)[O-])CC1	-1.6	-4.3	0.5	20.8	3.2	-10.3	-8.5	7.4
CCOc1cc(N2CCOCC2)c(OCC)cc1NC(=O)CN1C(=O)C2C3C=CC(C3)C2C1=O (stereo not drawn)	-3.3	-2.3	-5.5	-0.9	4.0	-12.6	6.7	-5.9
Cc1c(C(=O)NC2CCCCC2)sc2ncnc(N3CCN(c4ccccc4)CC3)c12	-6.1	1.1	-10.0	9.7	0.5	-14.3	17.1	21.2
O=C(CNC(=O)c1ccco1)OCc1c(F)cccc1Cl	-5.4	-11.6	-8.5	8.7	1.7	-12.2	-7.3	-2.1
CN(Cc1ccccc1)C(=O)COC(=O)CCNC(=O)c1ccccc1Cl	-1.7	-3.3	-1.0	12.7	-0.1	-22.0	-20.6	-0.1

Assay outcomes as filed in PubChem.
